GPR151 ag – activators of human GPR151; PathHunter beta-arrestin GPR151 cells, luminescence; 1% of 650,000 active; activation, % at 11.2 µM; Q8TDV0; in the data active = activation above about 4.9%;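 also: 0% = median of compound wells and 100% = cells with positive control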
Target sequence (Q8TDV0 whole entry, looked up): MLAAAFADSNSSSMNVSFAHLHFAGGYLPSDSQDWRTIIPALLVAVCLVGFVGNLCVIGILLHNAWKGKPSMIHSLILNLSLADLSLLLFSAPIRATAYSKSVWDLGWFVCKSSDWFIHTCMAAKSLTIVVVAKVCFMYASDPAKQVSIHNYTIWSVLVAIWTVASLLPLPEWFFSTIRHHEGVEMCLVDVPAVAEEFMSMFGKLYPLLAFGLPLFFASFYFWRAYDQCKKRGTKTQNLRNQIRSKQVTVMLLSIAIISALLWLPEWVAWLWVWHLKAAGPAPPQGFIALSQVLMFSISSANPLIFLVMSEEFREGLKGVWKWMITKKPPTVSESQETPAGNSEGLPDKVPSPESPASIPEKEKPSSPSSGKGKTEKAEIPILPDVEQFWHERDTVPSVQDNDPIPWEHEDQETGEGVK
TEAD-YAP block – TEAD-YAP interaction inhibition. AID 1259422. HEK-TIYL cells, TEAD-Gal4/YAP UAS-luciferase luminescence. 1.4% of 640,000 active. inhibition, % at 9.12 µM; in the data active = inhibition above about 32%;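 also: 0% = median of test compound wells and 100% = reference inhibitor wells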
MITF inh – inhibitors of human MITF | O75030 | 0.91% of 650,000 active | inhibition, % at 2.6 µM | AlphaScreen MITF homodimerization, bead proximity signal; in the data active = inhibition above about 50%;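 also: 0% = vehicle wells with protein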
FBW7 activator – human FBW7 E3 ligase activation, primary screen. Q969H0. AlphaScreen FBW7–phospho-cyclin E peptide binding, activator screen. normalized activity (activation), % at 26.1 µM. 0.13% of 650,000 active. AID 1259310; in the data active = normalized activity above about 1.9%;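 also: purified mutant Fbw7 with reduced substrate affinity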
Target sequence (Q969H0 whole entry, looked up): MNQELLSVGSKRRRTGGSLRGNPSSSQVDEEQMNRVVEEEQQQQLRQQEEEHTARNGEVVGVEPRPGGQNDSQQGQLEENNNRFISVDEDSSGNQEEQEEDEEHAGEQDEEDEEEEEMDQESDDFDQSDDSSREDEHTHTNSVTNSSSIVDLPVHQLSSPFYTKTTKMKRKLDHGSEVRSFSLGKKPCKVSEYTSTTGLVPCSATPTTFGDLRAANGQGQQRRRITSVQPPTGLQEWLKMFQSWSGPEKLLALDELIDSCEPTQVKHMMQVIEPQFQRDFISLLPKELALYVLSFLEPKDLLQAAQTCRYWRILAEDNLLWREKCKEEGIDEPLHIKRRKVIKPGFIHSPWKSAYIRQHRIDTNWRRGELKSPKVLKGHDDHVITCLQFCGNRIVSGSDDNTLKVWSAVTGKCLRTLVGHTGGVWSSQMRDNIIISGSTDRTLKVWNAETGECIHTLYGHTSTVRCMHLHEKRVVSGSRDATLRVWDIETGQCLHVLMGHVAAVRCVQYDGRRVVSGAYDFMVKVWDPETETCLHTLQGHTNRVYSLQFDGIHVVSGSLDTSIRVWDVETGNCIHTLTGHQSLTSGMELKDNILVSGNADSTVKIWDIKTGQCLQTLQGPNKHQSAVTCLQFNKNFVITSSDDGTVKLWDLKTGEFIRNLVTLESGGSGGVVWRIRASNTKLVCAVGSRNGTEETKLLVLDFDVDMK
The depositor's hits bear a star; & = joins results of further samples.

The first 6 records, to show the layout:
SMILES	GPR151 ag	TEAD-YAP block	MITF inh	FBW7 activator
COc1cccc(C2CC(c3cccs3)=NN2S(C)(=O)=O)c1 (centres undefined)	1.3	-8	12	-0.1
CCC(Br)C(=O)NCCc1ccc(OC)c(OC)c1 (centres undefined)	5.2*	4	0	-0.1
CCC(Sc1ncccc1C(=O)OC(C)C)C(=O)N1CCOCC1 (centres undefined)	-0.3	-1	2	-0.1
CC(NC(=O)c1cn(C(C)C)cc(C(=O)NCc2ccc(F)cc2)c1=O)c1ccco1 (centres undefined)	-1.5	-7	15	0.8
CCN(CC)C(=O)N1CCn2c(nc3ccccc32)C1	-0.6	2	5	0.2
COc1cc(NS(=O)(=O)c2ccc(N=Cc3c(O)n(-c4cccc(Cl)c4)c(=O)[nH]c3=O)cc2)nc(OC)n1	0.9	8	13	-0.2

All compounds of this part, previewed entries included:
SMILES	GPR151 ag	TEAD-YAP block	MITF inh	FBW7 activator
COc1cccc(C2CC(c3cccs3)=NN2S(C)(=O)=O)c1 (centres undefined)	1.3	-8	12	-0.1
CCC(Br)C(=O)NCCc1ccc(OC)c(OC)c1 (centres undefined)	5.2*	4	0	-0.1
CCC(Sc1ncccc1C(=O)OC(C)C)C(=O)N1CCOCC1 (centres undefined)	-0.3	-1	2	-0.1
CC(NC(=O)c1cn(C(C)C)cc(C(=O)NCc2ccc(F)cc2)c1=O)c1ccco1 (centres undefined)	-1.5	-7	15	0.8
CCN(CC)C(=O)N1CCn2c(nc3ccccc32)C1	-0.6	2	5	0.2
COc1cc(NS(=O)(=O)c2ccc(N=Cc3c(O)n(-c4cccc(Cl)c4)c(=O)[nH]c3=O)cc2)nc(OC)n1	0.9	8	13	-0.2
COc1ccc(NC(=O)COc2ccc(Br)cc2)cc1	0.7	9	4	0.2
CCOc1ccc(-c2nnc3ccc(SCC(=O)Nc4ccc(OC)cc4)nn23)cc1	-0.5	-3	2	-0.1
CCOC(=O)c1c(NC(=O)C(C)Sc2nnc(CNC(=O)COc3ccccc3)n2C)sc2c1CCCC2 (centres undefined)	-0.4	6	-4	0.0
CCOc1ccc(NC(=O)c2c(NC(=O)Cc3ccccc3)sc3c2CCCCC3)cc1	1.2	2	-10	-0.1
O=C(NCC1CCCO1)C(c1ccccc1)c1ccccc1 (centres undefined)	0.0	-1	2	-0.1
CCN(C(=O)Cn1c(C(C)NC(=O)c2ccco2)nc2ccccc21)c1ccccc1 (centres undefined)	-0.9	-3	1	-0.1
O=C(N[C@H]1C[C@H]2C(=O)N3CCC[C@H]3C(=O)N2C1)c1cccc(Br)c1	0.5	-6	14	-0.1
C=CCNC(=O)CSc1nnc(-c2ccccn2)n1Cc1ccccc1	0.5	0	0	0.3
CC(C)CCn1c(N/N=C/c2ccc([N+](=O)[O-])cc2)nc2c1c(=O)[nH]c(=O)n2C	0.1	5	-3	-0.1
CCOC(=O)c1cnn(-c2nc3ccccc3s2)c1CNCc1ccon1	1.4	-5	0	0.0
CCOc1ccc(NC(=O)Cn2c(-n3nc(C)cc3C)nc(C)cc2=O)cc1	9.1*	14	10	0.2
COc1ccc(OC)c(NC(=O)c2cc3cc(Br)ccc3oc2=O)c1	-1.5	-1	11	0.0
Cc1nnc(SCC(=O)N2CCCCC2)o1	-1.3	4	-18	-0.1
O=S(=O)(NCC1(c2cccs2)CCOCC1)c1cc(F)ccc1F	-0.9	9	4	0.1
Cc1ccc(Cl)cc1NC(=O)c1cc(=O)n(C)c(=O)[nH]1	-0.4	0	-5	-0.1
COC(=O)C1=C(O)/C(=C\c2ccccc2F)N=C1C	0.1	-17	-2	0.0
CC1CCN(C(=O)c2scc3c2CCCC3)CC1	-1.1	-18	15	0.3
O=C(NCCN1CCOCC1)c1cc(-c2ccc(Cl)cc2)cs1	-2.9	-11	-6	-0.2
COc1ccc(NC(=O)CN(C)C(=O)c2c[nH]c3ccccc23)cc1Cl	-0.4	-10	10	0.0
CCN(CC(=O)Nc1cccc(OC)c1)CC(=O)Nc1cccc2ccccc12	-1.3	11	10	0.5
Cc1ccc(-c2nnc(CCC(=O)NCCCN3CCCC(O)C3)o2)s1 (centres undefined)	1.0	6	2	0.0
CCN(CC)S(=O)(=O)c1cccc(C(=O)N/N=C/c2ccc([N+](=O)[O-])o2)c1	0.5	4	3	0.0
COc1cc(CNc2n[nH]c3nc(C)cc(C(F)(F)F)c23)cc(OC)c1OC	0.1	-14	-7	-0.1
O=C(Cc1c(F)cccc1Cl)N1CC(=O)N(CCc2ccccc2)C(=O)C1	0.3	-2	-1	-0.1
CC(Cc1ccccn1)NC(=O)COc1ccc(N(C)Cc2ccc(F)cc2)nn1 (centres undefined)	0.5	7	7	-0.1
Cc1ccccc1-n1nc2c(c1NC(=O)Cc1ccccc1)CS(=O)(=O)C2	0.9	10	1	0.1
COC(=O)c1cc(CNC(=O)c2ccoc2)cc(NC(=O)c2cc(C)nn2C)c1	-1.5	-24	-3	0.1
CCc1nnc(NC(=O)C2CCC(CNc3c(N4CCC(C)CC4)c(=O)c3=O)CC2)s1 (centres undefined)	-0.4	-15	2	-0.1
Cc1[nH]n(-c2ccccc2)c(=O)c1C(c1ccccc1OCc1ccccc1)c1c(C)[nH]n(-c2ccccc2)c1=O	-1.5	0	18	-1.1
CC1(C)CCc2cc(S(=O)(=O)N(Cc3ccccn3)Cc3ccccn3)ccc2O1	1.1	16	10	0.3
CC(=O)Oc1ccccc1N1C(=O)c2ccccc2C1=O	-0.1	-12	13	0.2
Cc1ccc(CNC(=O)CSc2cc(C)[nH]c(=O)n2)cc1	-0.4	-4	-2	-0.2
COc1ccc(CNCc2cn[nH]c2-c2ccc(F)cc2)c(OC)c1	0.9	1	-5	0.1
NC(=O)c1sc2nc3c(cc2c1N)CCCCC3	-7.8	68*	1	0.0
CC1(C)CC(=O)C/C(=N/NC(=O)c2cccc(Cl)c2)C1	-0.9	-6	-7	-0.3
O=C(NCc1ccc(F)cc1)C1CC1c1ccccc1 (centres undefined)	-0.3	-1	9	-0.1
CCCCOc1ccccc1NC(=O)c1ccco1	0.0	0	12	0.9
COc1cc(-c2nc(-c3cccc(Cl)c3)c(-c3ccccc3)[nH]2)cc(OC)c1O	-1.1	-2	-3	0.1
Cc1ccc(Nc2nn(CCC(=O)O)c(=S)n2-c2ccc(C)cc2)cc1	0.0	9	-3	0.0
O=C1CCC(C(=O)N(CC2CCCO2)C2(C(=O)NC3CCCCC3)CCCCC2)N1 (centres undefined)	-0.2	-1	-2	-0.1
CCCCn1c(=O)[nH]c(=O)c2c1nc(COC(=O)c1ccc([N+](=O)[O-])s1)n2CCC	-0.1	2	13	0.2
CCOC(=O)c1c(NC(=O)C(C)Sc2nnc(CNC(=O)c3ccc(OC)c(OC)c3)n2-c2cccc(Cl)c2)sc2c1CCC2 (centres undefined)	0.1	3	-6	0.1
CC(C)n1c(Nc2ccc(-n3ccnc3)cc2)nc2c(NCCCN3CCCC3=O)ncnc21	-1.8	-2	15	0.2
CCN(CC)CCOC(=O)c1ccc(NC(=O)c2cc(Cl)ccc2OC)cc1Cl	0.9	-3	2	0.0
Cc1nc(C)n(-c2ccc(Nc3nccc(-c4cc(F)cc(-c5cn[nH]c5)c4)n3)cc2)n1	0.6	-4	7	-0.2
Cc1cc(C)c2c(n1)nn1c(NC3CC3)cc(C)nc21	1.9	16	-7	-0.3
O=c1[nH]c(C2CC2)nc2cc(-c3cnn(-c4ccc(Cl)cc4)c3)ccc12	-0.4	60*	10	0.9
CCC(C)NC(=O)CN(c1cc(C(F)(F)F)ccc1Cl)S(=O)(=O)c1ccccc1 (centres undefined)	-0.4	-2	7	-0.1
CCSCCOC(=O)C1=C(C)NC2=C(C(=O)CCC2)C1c1ccc(Cl)c(Cl)c1 (centres undefined)	-1.0	5	-5	-0.1
COc1ccc(C(=O)C2CCN(CC(=O)Nc3ccccc3F)CC2)cc1	0.4	6	22	0.7
CC(C)CCNC(=O)c1ccc(N(C)S(C)(=O)=O)cc1	0.2	-24	-3	0.0
CC(=O)N1CCN(c2ccc([N+](=O)[O-])c(N)c2)CC1	-1.0	2	-6	0.0
COc1cc(C=O)ccc1OCc1ccc(Br)cc1	-0.7	-70	-6	0.1
O=C(Cn1nnc(-c2ccccc2)n1)c1cccc([N+](=O)[O-])c1	-1.1	-2	1	0.4

As entered above:
`CC(C)n1c(Nc2ccc(-n3ccnc3)cc2)nc2c(NCCCN3CCCC3=O)ncnc21` | FBW7 activator: 0.2
`O=C(NCc1ccc(F)cc1)C1CC1c1ccccc1` (centres undefined) | MITF inh: 9

More records.
SMILES	GPR151 ag	TEAD-YAP block	MITF inh	FBW7 activator
COC(=O)C1=CN(CC2CCCO2)C=C(C(=O)OC)C1c1ccc(Cl)s1 (centres undefined)	0.4	-2	3	0.0
Cc1ccc(NC(=O)C2CCN(C(=O)N3CCOc4ccccc43)CC2)cc1	-2.5	-1	5	0.1
CC1(C)CC(=O)C2=C(C1)N(c1ccccc1F)C1=C(C(=O)CC(C)(C)C1)C2c1ccc(Cl)cc1	1.7	2	16	0.5
CCOC(=O)CSc1nnc(CNC(=O)c2cccc(F)c2)n1-c1ccccc1OC	1.0	1	9	0.0
COc1ccc(CCNC(=O)c2nonc2N)cc1OC	-1.1	-10	4	-0.1
O=C(c1cc(Br)cc(Br)c1)N1CCCCCC1	0.6	-5	5	0.0
CC1CCCC(NC(=O)C2N(C(C)CCc3ccccc3)C(=O)C3C(C(=O)Nc4ccc(F)c(Cl)c4)C4C=CC32O4)C1C (centres undefined)	-0.6	-6	-6	-0.1
Cc1[nH]n(-c2cccc(Cl)c2)c(=O)c1C=NC1CCS(=O)(=O)C1 (centres undefined)	-2.6&-4.7	-4&-3	15&-2	0.6&-0.1
CC(C)CN(CC(C)C)C(=O)NCc1noc2ccccc12	0.2	-6	-12	-0.1
N#Cc1cccc(NC(=O)CSc2nnc(-c3n[nH]c4ccccc34)o2)c1	-2.2	-8	-1	-0.1
CCc1n[nH]c(=S)n1/N=C/c1ccc(OC)c(OC)c1	0.5	-13	-2	-0.1
COc1ccc(OC)c(CN2CCN(c3nnnn3-c3ccccc3)CC2)c1	0.2	5	5	-0.1
Cc1ccc(CC(=O)Nc2nc3cc4c(cc3s2)OCCO4)c(C)c1	-0.2	-7	10	0.1
CC(=O)Nc1ccc(S(=O)(=O)NCCSc2ccccn2)cc1	-0.2	3	3	0.1
COCCn1c(C)cc(/C=C(\C#N)C(=O)O)c1C	-0.7	-3	7	-0.1
CCC(Sc1nc2ccsc2c(=O)n1CCCCCC(=O)O)C(=O)Nc1ccc(C)cc1 (centres undefined)	1.0	12	-2	-0.1
COC(=O)c1ccc(/C=C/C(=O)c2ccc(OC)c(OC)c2)cc1	-0.3	-8	-2	-0.2
CN1CCN(c2ccc(-c3ccc(C(=O)NCCN4CCOCC4)s3)cc2)CC1	-2.0	5	-2	-0.1
CSCCNC1CCN(c2ccc(C(=O)NCc3ccc4c(c3)OCO4)cc2)CC1	0.0	4	-8	-0.1
Cc1cccc2nc(CSc3nc4[nH]ncc4c(=O)n3-c3cccc(Cl)c3)cc(=O)n12	0.8	9	4	0.1
O=C1CCCC2=C1C(c1ccc(Cl)cc1)C1=C(CCCC1=O)O2	-1.6	8	13	0.7
CCOc1ccccc1C(=O)NCCSc1c(C)[nH]c2ccccc12	0.1	-16	-15	0.0
Cc1nc2ccccn2c1C(=O)N/N=C/c1ccc([N+](=O)[O-])o1	-1.6	14	20	-0.1
N#C/C(=C(/O)C(Cl)c1ccccc1)c1nc2ccccc2[nH]1 (centres undefined)	0.2	-1	9	-0.1
CC(C)[C@@H](Cn1nc(C2CC2)ccc1=O)NC(=O)c1ccco1	1.3	9	3	0.2
CC(C)(C)NC(=O)CSc1nnc(C(F)(F)F)n1N	-0.8	-3	-3	0.0
CCN(CC)S(=O)(=O)c1cc(C(=O)O)ccc1Br	-0.7	-2	7	0.1
O=C(NCCCOc1cccc2cccnc12)c1ccc(F)cc1Cl	1.7	-1	-1	-0.1
COc1cc(/C=N/NC(=O)Cn2cnc3c(=O)n(C)c(=O)n(C)c32)ccc1OCC#N	0.4	6	5	0.0
Cc1ccccc1CC1(CO)CCCN(Cc2c(C)nn(C)c2Cl)C1 (centres undefined)	-0.3	9	7	0.0
CC(=O)NC1C(OCc2ccccc2)OC2COC(c3ccccc3)OC2C1OC(C)C(=O)O (centres undefined)	0.7	-15	1	0.0
Cc1ccc(S(=O)(=O)N2CCN=C2SCc2cccc([N+](=O)[O-])c2)cc1	-0.4	-3	10	-0.4
Cc1cc(C)n(-c2cc(N3CCN(S(=O)(=O)c4ccc(Br)cc4)CC3)ccc2[N+](=O)[O-])n1	-0.8	8	-10	-0.1

Three compounds from above with just FBW7 activator:
SMILES	FBW7 activator
CC(C)CCn1c(N/N=C/c2ccc([N+](=O)[O-])cc2)nc2c1c(=O)[nH]c(=O)n2C	-0.1
CCOC(=O)c1cnn(-c2nc3ccccc3s2)c1CNCc1ccon1	0.0
CCOc1ccc(NC(=O)Cn2c(-n3nc(C)cc3C)nc(C)cc2=O)cc1	0.2

Reprinted at random: 5 records from the list.
SMILES	GPR151 ag	TEAD-YAP block	MITF inh	FBW7 activator
Cc1ccccc1CC1(CO)CCCN(Cc2c(C)nn(C)c2Cl)C1 (centres undefined)	-0.3	9	7	0.0
CC(C)(C)NC(=O)CSc1nnc(C(F)(F)F)n1N	-0.8	-3	-3	0.0
Cc1nc2ccccn2c1C(=O)N/N=C/c1ccc([N+](=O)[O-])o1	-1.6	14	20	-0.1
CC(C)[C@@H](Cn1nc(C2CC2)ccc1=O)NC(=O)c1ccco1	1.3	9	3	0.2
Cc1cc(C)n(-c2cc(N3CCN(S(=O)(=O)c4ccc(Br)cc4)CC3)ccc2[N+](=O)[O-])n1	-0.8	8	-10	-0.1

High-throughput results: PubChem BioAssay, The Scripps Research Institute Molecular Screening Center
